GPT2 inhibitor: Primary qHTS assay for inhibitors of Glutamate pyruvate transaminase 2 (GPT2) | AID 1671188, 2021 | hit rate 0.25% among 100,000 | Recombinant GPT2, coupled pyruvate oxidase/HRP Amplex Red fluorescence | Potency, µM (top dose mostly 57.7 µM), for inactives: at the highest dose activity change, negative = inhibition, actives largely listed as inhibitors; also: potency is read from the fitted curve at half-maximal effect; nearly all actives have a fitted effect of over 60% in size; many of its hits are not listed in these tables
Target sequence (Q8TD30 whole entry, looked up): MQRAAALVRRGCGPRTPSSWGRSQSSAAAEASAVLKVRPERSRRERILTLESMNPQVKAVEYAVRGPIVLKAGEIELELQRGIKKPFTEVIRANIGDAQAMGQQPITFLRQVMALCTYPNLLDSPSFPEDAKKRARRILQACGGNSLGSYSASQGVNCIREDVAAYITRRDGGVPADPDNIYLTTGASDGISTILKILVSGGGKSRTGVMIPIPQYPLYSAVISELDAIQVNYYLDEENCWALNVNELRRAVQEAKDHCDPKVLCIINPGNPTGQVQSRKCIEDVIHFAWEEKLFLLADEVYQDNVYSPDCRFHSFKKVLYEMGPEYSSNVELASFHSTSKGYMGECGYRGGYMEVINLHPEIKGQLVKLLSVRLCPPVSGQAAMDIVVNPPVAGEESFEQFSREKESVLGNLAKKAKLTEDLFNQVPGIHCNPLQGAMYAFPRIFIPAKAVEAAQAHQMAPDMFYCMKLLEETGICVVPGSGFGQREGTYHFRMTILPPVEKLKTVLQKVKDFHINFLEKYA
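GPT2 10ng/uL, a-KG 250uM, L-Ala 2mM, HEPES pH7.5 + 0.0001% Tween; 30 min RT. Then Amplex mix (PO/HRP/ThPP), 30 min RT dark, fluorescence. AOA 50uM used as positive control.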
HEK293 tox: Cytotoxic Profiling in HEK 293 Cell Line of Diverse Libraries Using Quantitative High-Throughput Screening. HEK 293 viability, ATP luminescence (CellTiter-Glo), 48-72 h. Potency, µM (top dose mostly 115 µM), for inactives: top-dose activity change, negative = cytotoxicity, hits mostly inhibitors. hit rate 6.6% among 94,000. AID 1345083, 2018; also: potency is read from the fitted curve at half-maximal effect; nearly all actives have a fitted effect of over 60% in size
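HEK 293 seeded at 250 cells/well receive compound via pintool. After 48 or 72 hr at 37 degree Celsius, 5% CO2 and 95% humidity, CellTiter-Glo is dispensed and luminescence read following 10 min at room temperature.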
FLuc inh: Firefly luciferase inhibition profiling of diverse chemical library using quantitative high-throughput screening; Luciferin 4-monooxygenase (Photinus pyralis), P08659; purified P. pyralis luciferase, luminescence, biochemical; Potency, µM (doses to about 115 µM), for inactives: at the highest dose activity change, negative = inhibition, actives largely listed as inhibitors; hit rate 2.5% among 76,000; AID 1347043, 2019; also: potency is read from the fitted curve at half-maximal effect; nearly all actives have a fitted effect of over 65% in size
Target sequence (P08659 whole entry, looked up): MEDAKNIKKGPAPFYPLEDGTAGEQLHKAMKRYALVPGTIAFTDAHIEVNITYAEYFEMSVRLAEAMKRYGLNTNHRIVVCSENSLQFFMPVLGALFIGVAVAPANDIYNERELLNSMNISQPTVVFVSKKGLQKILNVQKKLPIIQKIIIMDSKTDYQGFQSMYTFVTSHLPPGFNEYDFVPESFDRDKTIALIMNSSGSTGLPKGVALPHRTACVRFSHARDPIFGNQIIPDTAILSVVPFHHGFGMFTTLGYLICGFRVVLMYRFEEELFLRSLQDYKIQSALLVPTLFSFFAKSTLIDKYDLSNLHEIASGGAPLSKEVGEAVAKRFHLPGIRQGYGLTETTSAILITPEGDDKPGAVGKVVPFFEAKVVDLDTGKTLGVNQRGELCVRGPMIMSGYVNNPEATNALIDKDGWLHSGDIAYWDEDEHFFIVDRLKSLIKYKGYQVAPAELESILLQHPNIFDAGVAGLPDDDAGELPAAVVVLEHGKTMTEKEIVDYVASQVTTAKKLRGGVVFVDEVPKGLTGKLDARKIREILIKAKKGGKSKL
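Biochemical qHTS: compound (6-point titration) added to 10uM D-luciferin plus 10uM ATP in Tris acetate pH 7.5 buffer with Mg, Tween-20 and BSA, then purified enzyme at 10nM; light output imaged.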
3T3 cytotox: Cytotoxic Profiling in NIH 3T3 Cell Line of Diverse Libraries Using Quantitative High-Throughput Screening. NIH 3T3 viability, CellTiter-Glo ATP luminescence, 48-72 h. Potency, µM (highest dose often 96.7 µM), inactives show at the top dose activity change, negative = cytotoxicity, actives largely listed as inhibitors. hit rate 4.3% among 94,000; also: potency is read from the fitted curve at half-maximal effect; nearly all actives have a fitted effect of over 55% in size
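Cells were seeded at 400 per well, treated with pin-transferred compound, and kept 48 or 72 hr at 37 °C before CellTiter-Glo addition and luminescence imaging of cellular ATP.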
SNCA expr inh: Primary qHTS assay for inhibitors of alpha-synuclein gene (SNCA) expression; HEK-293 SNCA-luciferase knock-in, luminescence, 24 h; Potency, µM (doses to about 57.2 µM), without a hit: at the highest dose activity change, negative = inhibition, hits mostly inhibitors; hit rate 0.17% among 140,000; AID 1671194, 2021;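 also: potency is read from the fitted curve at half-maximal effect; plate controls were DMSO cells for no effect and cell-free wells for full effect; nearly all actives have a fitted effect of over 45% in size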
IP6K1 inh: Primary qHTS assay for small molecule inhibitors of Inositol hexaphosphate kinase 1 (IP6K1); Inositol hexakisphosphate kinase 1 (Homo sapiens), Q92551; IP6K1 kinase, ADP-Glo luminescence, 2 h; active compounds read low; activity change, % (series mostly up to about 58 µM); hit rate 0.81% among 140,000; AID 1645851, 2021; in the data active = activity change below about -25%
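ADP-Glo luminescence measures ADP made by human IP6K1 during a 2 h RT reaction with ATP/IP6 (mix at 1.3 mM/130 uM); top library doses 57.5 and 19.1 uM final.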
SNCA viab count: GF-AFC viability counterscreen for inhibitors of alpha-synuclein gene (SNCA) expression | HEK-293-SNCA-luc viability, GF-AFC fluorescence, 24 h | Potency, µM (titrated, usually from 57.1 µM), inactives show top-dose activity change, negative = cytotoxicity, most hits filed as cytotoxic | hit rate 0.12% among 150,000;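 also: potency is read from the fitted curve at half-maximal effect; 0% = DMSO-treated cells and -100% = medium-only wells without cells; nearly all actives have a fitted effect of over 30% in size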
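HEK-293-SNCA-luc cells (1500/well) plated 24 h, then exposed 24 h to a dilution series; GF-AFC added 30 min at 37C, fluorescence 405/540 nm; normalised to medium-only and DMSO wells, Hill fit.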
* = called active by the depositor; i = inactive; ? = inconclusive; nt = no result given; [ ] = another dose, or the depositor's remark. Unless noted, calls follow the shape of the dose curve; as a rule, active = well fitted curve in the direction sought with a large enough effect; inconclusive = small, poorly fitted or top-dose-only effect, or another doubt; inactive = no such curve, though single readings can be large; an effect the other way counts as inactive or inconclusive. Unless noted, % is scaled to controls: 0 for no effect and ±100 for the full control effect.

SMILES | GPT2 inhibitor | HEK293 tox | FLuc inh | 3T3 cytotox | SNCA expr inh | IP6K1 inh | SNCA viab count
O=C(c1ccc(F)cc1)N1CCc2nc(C3CC3)nc(-c3ccc(O)cc3)c2C1 | 1.7% | ? | nt | ? | -16.8% | -4.9 | -2.2%
O=C(C1COc2ccccc2C1)N1CCC(Cc2noc(C3CC3)n2)CC1 (stereo not given) | -10.4%[11.5 µM] | ? | -0.1% | ? | 1.5% | 43.8 | 1.8%
CNC(=O)N1CCC(Cc2nncn2C)C1 (stereo not given) | 1.9% | 6.3% | 2.8% | i | -7.3% | 2.8 | -8.6%
Cc1cccc(NC(=O)N2CCC3(CC2)SCC(=O)N3Cc2ccccc2)c1C | -0.9% | -6.8% | 5.6% | -17.2% | 4.1% | -4.8 | 1.0%
O=C(NC1CC1)[C@@H]1C[C@H](Oc2ccccc2)CN1C(=O)C1CCC1 | 4.5% | -27.0% | -9.4% | -21.8% | -13.7% | 1.0 | -3.5%
O=C(c1ccc(Cl)cc1)N1CCC(n2cc(-c3ccncc3)[nH]c2=O)CC1 | -1.4% | -14.0% | nt | -24.6% | -3.8% | -13.7 | 5.0%
CCOc1ccc(NC(=O)c2sc3nc4c(cc3c2N)CCCCCC4)cc1 | nt | nt | nt | nt | 21.5% | 10.7 | 4.6%
CC1(C(=O)O)CCCC2(C)C3CCC4CC3(CCC12)CC4=O (stereo not given) | 2.1% | nt | nt | nt | nt | -5.2 | -3.3%
COC[C@@H]1CN(C(=O)c2ccc(F)cc2F)C[C@H]1c1ccncc1 | i | ? | -9.1% | -23.2% | -3.1% | -9.4 | 1.7%
COC1CCN(C(=O)c2c(-c3cnn(C)c3NCc3cccnc3)noc2C)CC1 | 4.2%[88.5 µM] | i | 1.4%[172 µM] | ? | -1.1%[87.6 µM] | 12.3 | 5.7%[87.6 µM]
COc1ccc(OC)c(CNc2ncnc3c2nc2n3CCCC2)c1 | nt | nt | nt | nt | 49.6%[activator] | -3.0 | 1.6%
CNC(=O)c1cc(C)nc2onc(C3CCCN(C(=O)c4ccccc4)C3)c12 (stereo not given) | nt | -1.1% | nt | -12.9% | nt | -1.7 | nt
Cc1ncsc1CN1CCC(C2CCN(S(C)(=O)=O)CC2)C1 (stereo not given) | 2.8% | 2.2% | -0.9% | i | 0.7% | 1.7 | -5.6%[12.5 µM]
COc1ccc(CC(=O)Nc2sc3c(c2C(=O)Nc2cccc(C)c2)CCCCC3)cc1 | nt | nt | nt | nt | -3.6% | -8.7 | 5.2%
Cc1ccc(CNC(=O)c2c(-c3ccccc3Cl)noc2C)o1 | nt | nt | nt | nt | 0.5% | 25.2 | 8.1%
CCOC(=O)c1c(C)c(-c2ccccc2)n(CC(=O)Nc2cccc(F)c2)c1C | nt | nt | nt | nt | ? | -3.3 | 2.3%
Cc1nnc(NC(=O)C2CC(=O)N(c3n[nH]c4cccc(F)c34)C2)s1 (stereo not given) | 2.4% | -1.6% | 0.0% | -18.2% | 5.0% | 3.3 | 4.9%
COC(=O)Cn1ccn2nc3c(c2c1=O)CCCC3 | i | -3.9% | -8.1% | i | 25.2% | 26.0 | -0.1%
CCC1CN(Cc2cn(Cc3ccccc3)nc2-c2cc3ccccc3o2)CCO1 (stereo not given) | -0.8% | ? | -17.7% | ? | -22.0% | 2.8 | -14.6%
Cc1nc(N)nc(C)c1CC(=O)N1CCn2nc(C(O)CO)cc2C1 (stereo not given) | i | 4.6% | 2.8% | -1.2% | -0.4% | -3.2 | 5.6%
Cc1ccc(C(=O)N2CCC3(CC2)c2[nH]c4ccccc4c2CCN3C)cn1 | -0.1% | -29.9% | 10.6% | -25.5% | -6.1% | 9.4 | 1.6%[12.5 µM]
COc1cc(C2NC(=O)c3c(sc4c3CCN(C)C4)N2)cc(OC)c1OC (stereo not given) | nt | nt | nt | nt | 1.3% | -12.8 | 18.2%
COc1ccc(-c2cc(-c3ccc4c(c3)CNC4=O)cn3cncc23)cc1 | -14.5%[88.5 µM] | ? | ? | ? | 13.7%[87.6 µM] | -16.6 | -6.2%[87.6 µM]
CC(C)c1ccc(NC(=O)C(Cc2ccccc2)NS(=O)(=O)c2ccc3c(c2)CCC(=O)N3)cc1 (stereo not given) | nt | nt | nt | nt | 23.8% | 31.6 | -14.3%
Cc1ccc(NC(=O)Cn2c(=O)c3ccc(Cl)cc3n3nncc23)cc1 | nt | nt | nt | nt | 13.8% | 1.1 | -2.3%

Brought forward from above: 2 compounds, then new ones.
SMILES | GPT2 inhibitor | HEK293 tox | FLuc inh | 3T3 cytotox | SNCA expr inh | IP6K1 inh | SNCA viab count
CC(C)c1ccc(NC(=O)C(Cc2ccccc2)NS(=O)(=O)c2ccc3c(c2)CCC(=O)N3)cc1 (stereo not given) | nt | nt | nt | nt | 23.8% | 31.6 | -14.3%
Cc1ccc(NC(=O)Cn2c(=O)c3ccc(Cl)cc3n3nncc23)cc1 | nt | nt | nt | nt | 13.8% | 1.1 | -2.3%
CC(C)[C@H]1NC(=O)[C@@H]2[C@@H](NC(=O)NC3CCCCC3)CCN2C1=O | 4.7%[88.5 µM] | i | 0.1%[172 µM] | i | 1.4%[87.6 µM] | 0.7 | -1.4%[87.6 µM]
COc1ccc(OC)c(S(=O)(=O)N2CCC(n3cnnc3C)CC2)c1 | i | -1.8% | 11.6% | 1.9% | 14.6% | -7.2 | 0.3%
O=C(Cc1ccc(F)cc1)NC1CCN(c2cc(-c3ccc(Cl)cc3)[nH]n2)CC1 | i | 1.4% | -1.1% | -6.3% | 22.9% | 10.4 | -4.1%
CNC(=O)c1cc(C)nc2onc(C3CCCN(C(=O)N(C)C)C3)c12 (stereo not given) | nt | -5.7% | nt | i | nt | -9.8 | nt
Cc1cc(C)cc(NC(=O)Cn2c(C)cc(C)c(C#N)c2=O)c1 | nt | nt | nt | nt | 0.9% | -9.6 | 7.2%
O=C(c1ccccc1F)N1CCn2c(nnc2-c2ccc(Cl)cc2)C1 | i | 1.0% | nt | ? | ? | 7.2 | -2.5%
Cc1cc(C(=O)NC2CC(c3cc(=O)[nH]c(C4CC4)n3)C2)c(C)o1 (stereo not given) | 0.5% | 1.4% | 9.7% | -17.7% | -18.9% | 13.0 | -15.0%
Cc1ccc(Cl)cc1-n1ncc2c(NC3CCCCCC3)ncnc21 | nt | nt | nt | nt | -11.1% | 10.9 | ?
CCOc1ccc(OCC)c(NC(=O)Cn2nc(CC)n3c(cc4sccc43)c2=O)c1 | nt | nt | nt | nt | 24.7% | -0.7 | 8.2%
COc1ccc(-n2nc(C)c([C@H]3C=C[C@@H](OC(=O)Nc4cccc(F)c4)C3)c2C)cc1 | -5.6%[88.5 µM] | 20µM* | ? | 28.2µM* | -9.6%[87.6 µM] | -1.1 | ?
Cc1ccc(C(=O)NC2CCN(CCn3nc4n(c3=O)CCCC4)C2)cc1 (stereo not given) | nt | -10.8% | nt | -21.2% | nt | 3.3 | nt
Cc1cc(C)c2oc(C(=O)Nc3c(C(=O)c4ccc(F)cc4)oc4ccccc34)cc(=O)c2c1 | nt | nt | nt | nt | 47.7%[activator] | 23.3 | 7.4%
OCC1CN(C2CCC2)CC12CCN(C1CCC1)CC2 (stereo not given) | 2.9% | -11.4% | -1.0% | -5.7% | 32.5%[activator] | 9.8 | -10.7%[12.5 µM]
COc1cccc([S+](=O)([O-])N2CCn3cc(C(=O)NCc4ccc(Cl)nc4)nc3C2)c1 | i | -14.6% | nt | -7.4% | 3.7% | 0.0 | 1.0%
O=C(Nc1cccc(C(=O)Nc2ccc(S(=O)(=O)O)c3cc(S(=O)(=O)O)cc(S(=O)(=O)O)c23)c1)Nc1cccc(C(=O)Nc2ccc(S(=O)(=O)O)c3cc(S(=O)(=O)O)cc(S(=O)(=O)O)c23)c1 | -8.2% | nt | nt | nt | 16.4% | nt | -6.5%
COCCNC(=O)[C@@H]1C[C@@H](O)CN1C1CCN(C(=O)c2ccco2)CC1 | -2.2% | -2.8% | -5.6% | i | ? | 11.1 | 5.3%
Cc1cccc(CC(=O)N2CCCC2c2nc(C3CCOCC3)no2)c1 (stereo not given) | i | -3.6% | -4.1% | -7.6% | 9.6% | 2.9 | 1.8%
CCC1(N2CCN(C(=O)CCc3c[nH]c4ccccc34)CC2)CCN(S(C)(=O)=O)C1 (stereo not given) | i | -25.4% | -15.3% | -13.7% | -19.7% | 1.3 | -0.7%
COC(=O)CNC(=O)C1CCCN(c2nc3ncccc3o2)C1 (stereo not given) | -5.0%[88.5 µM] | i | -6.8%[172 µM] | i | -9.7%[87.6 µM] | 9.1 | 3.8%[87.6 µM]
COCc1nc(C2CCCN(C(=O)c3cccc(OC)c3OC)C2)no1 (stereo not given) | 0.2% | 1.1% | -10.3% | -11.7% | ? | 5.9 | -4.7%[12.5 µM]
COc1ccc(Cl)cc1C(=O)N1CCC2(CC1)CN(C)CCN2C | -15.6% | i | 0.3% | -3.6% | -28.1% | 12.5 | -19.2%
CC(=O)c1cc(CN2CCC3(CC2)CN(CC(C)c2ccccc2)C(=O)O3)cs1 (stereo not given) | -5.6%[11.5 µM] | ? | -4.7% | -24.3% | -6.7% | 16.3 | 0.5%
CCC[C@@H]1CN(c2cc(OC)nc(N)n2)C[C@H]1C(=O)O | -20.3% | -3.0% | -17.2% | -5.5% | -24.3% | 7.1 | -9.0%
COc1ccc(CCNC(=O)c2nc3sccn3c2-c2ccc(F)cc2)cc1 | -11.7%[88.5 µM] | i | nt | -7.3%[138 µM] | -12.4%[87.6 µM] | 7.4 | 6.8%[87.6 µM]
O=C(CCn1cnc(-c2ccccc2)c1-c1cc2ccccc2[nH]1)N1CCCC1 | -19.6% | ? | -7.5% | ? | -12.3% | -14.0 | -6.8%

A draw from above in order of formula weight, low to high.
SMILES | GPT2 inhibitor | HEK293 tox | FLuc inh | 3T3 cytotox | SNCA expr inh | IP6K1 inh | SNCA viab count
CNC(=O)c1cc(C)nc2onc(C3CCCN(C(=O)N(C)C)C3)c12 (stereo not given) | nt | -5.7% | nt | i | nt | -9.8 | nt
Cc1ccc(C(=O)NC2CCN(CCn3nc4n(c3=O)CCCC4)C2)cc1 (stereo not given) | nt | -10.8% | nt | -21.2% | nt | 3.3 | nt
O=C(Cc1ccc(F)cc1)NC1CCN(c2cc(-c3ccc(Cl)cc3)[nH]n2)CC1 | i | 1.4% | -1.1% | -6.3% | 22.9% | 10.4 | -4.1%

The list is partial. The share of hits here may be higher or lower than overall.
